Screening results from PubChem BioAssay.
NCI-60 one-dose screen, 48 h, at 10 µM unless noted. Numbers give growth in % (100 = growth as untreated, 0 = no growth, -100 = all killed).
HS 578T: HS 578T breast cancer; 4.1% of 78,000 active; AID 1794788
SK-MEL-28: SK-MEL-28 melanoma; 4.1% of 81,000 active
UACC-62: UACC-62 melanoma. 5.4% of 81,000 active. AID 1794756
BT-549: BT-549 breast cancer; 4.4% of 78,000 active
T-47D: T-47D breast cancer; 5% of 79,000 active; AID 1794792
SK-MEL-2: SK-MEL-2 melanoma. 4.7% of 77,000 active. AID 1794763
MALME-3M: MALME-3M melanoma | 5.8% of 78,000 active
UACC-257: UACC-257 melanoma; 4.4% of 78,000 active
* = called active by the depositor; x = not tested or not shown; & = joins results of further samples; [ ] = dose if it differs, or a comment. Rule for the calls: active = growth percent below 10; inactive = the rest.

Preview:
| Compound | HS 578T | UACC-257 | BT-549 | SK-MEL-2 | T-47D | MALME-3M | UACC-62 | SK-MEL-28 |
| --- | --- | --- | --- | --- | --- | --- | --- | --- |
| O=S(=O)(O)c1cccc2cc(Nc3ccccc3)cc(Nc3ccccc3)c12 | 112.5 | 109.3 | 133.2 | 115.1 | x | 108.3 | 89.6 | 104.7 |
| CC[N+](CC)=c1ccc2nc3c(cc(N)c4ccccc43)oc-2c1 | -26.2* | -70.2* | -53.4* | -75.1* | -44.0* | -60.9* | -79.9* | -61.8* |

The list itself (from the top)
| Compound | HS 578T | UACC-257 | BT-549 | SK-MEL-2 | T-47D | MALME-3M | UACC-62 | SK-MEL-28 |
| --- | --- | --- | --- | --- | --- | --- | --- | --- |
| O=S(=O)(O)c1cccc2cc(Nc3ccccc3)cc(Nc3ccccc3)c12 | 112.5 | 109.3 | 133.2 | 115.1 | x | 108.3 | 89.6 | 104.7 |
| CC[N+](CC)=c1ccc2nc3c(cc(N)c4ccccc43)oc-2c1 | -26.2* | -70.2* | -53.4* | -75.1* | -44.0* | -60.9* | -79.9* | -61.8* |
| O=C1NC(=O)C2(N1)C(=O)c1cccc3cccc2c13 (centres undefined) | 111.4 | 105.4 | 101.7 | 98.9 | 87.6 | 99.7 | 101.3 | 103.3 |
| CCOC(=O)C(CCC#N)(CCC#N)C(C)=O | 106.5 | 102.7 | 96.8 | 105.7 | 108.5 | 105.8 | 106.0 | 100.3 |
| Cc1nn(-c2ccccc2)c(Cl)c1/C=C1\SC(N2CCOCC2)=NC1=O | 95.3 | 98.8 | 94.9 | 117.4 | 89.4 | 99.8 | 87.6 | 101.3 |
| COc1ccc(-c2nnc3c(/C=C/c4ccc(Br)cc4)nc4ccccc4n23)cc1 | 81.6 | 70.9 | 9.4* | 92.9 | 64.2 | -39.4* | 40.8 | 72.4 |
| CCOC(=O)c1ccc(NC(=O)CN2CCOCC2)cc1 | 101.1 | 84.8 | 109.2 | 88.9 | 78.7 | 106.1 | 97.0 | 110.1 |
| COC(=O)c1cccc(C(=O)OC)c1-c1c(C(=O)OC)cccc1C(=O)OC | x | 107.7 | 94.9 | 126.2 | 106.6 | 102.9 | 106.7 | 107.0 |
| NCCCC[C@H](NC(=O)[C@@H]1CCCN1C(=O)Cc1cccc2ccccc12)C(=O)N[C@@H](CCCN=C(N)N)C(=O)N[C@@H](CCCN=C(N)N)C(N)=O | 109.8 | 92.8 | 97.3 | 120.0 | 105.9 | 99.3 | 95.5 | 112.1 |
| O=C(CSc1nnc(-c2ccc(Cl)cc2)n1-c1ccccc1)Nc1ccc(Br)cc1 | 17.8 | 50.3 | 36.7 | 80.9 | 8.4* | -3.2* | 20.2 | 33.4 |
| CC(=O)N(Cc1ccccc1)c1nccs1 | 113.2 | x | 97.1 | 97.5 | 100.9 | 106.4 | 107.2 | 111.2 |
| O=C(NNc1ccc(Cl)cc1)c1ccc(Cc2n[nH]c(=O)c3cccnc23)cc1 | 97.1 | 102.0 | 100.2 | 106.1 | 93.0 | 99.4 | 94.7 | 99.9 |
| COc1ccc(N=Cc2sc(=S)[nH]c2O)cc1 | 88.4 | 96.5 | 101.0 | 98.9 | 99.5 | 102.3 | 100.4 | 112.1 |
| O=S(=O)(NCCNc1nccc(-c2c(-c3ccc(F)cc3)nc3sccn23)n1)c1ccc(I)cc1 | 105.9 | 100.4 | 94.1 | 103.1 | 61.5 | 126.7 | 67.4 | 91.5 |
| N/N=C(\N)NC(=O)c1ccccc1 | x | 95.1 | 95.9 | 97.1 | 105.1 | 111.8 | 108.2 | 111.4 |
| CC1(C)O[C@H]2OC(Cn3cc(COc4ccc5ccc(=O)oc5c4)nn3)[C@@H](OCc3ccccc3)[C@H]2O1 (some centres undefined) | 94.2 | 111.5 | 82.2 | 105.6 | 72.7 | 99.6 | 77.3 | 106.7 |
| CN(C)c1oc(-c2ccccc2)nc1C#N | 98.7 | 103.4 | 97.9 | 103.1 | 98.2 | 100.0 | 96.5 | 101.4 |
| COc1cc2c(c(OC)c1OC)-c1ccc(NCc3ccccc3)c(=O)cc1[C@@H](NC(C)=O)CC2 | 17.3 | 63.4 | 0.4* | 19.2 | 59.4 | 40.3 | 24.9 | 42.2 |
| Nc1c(Br)cc2c(c1Br)C(=O)c1ccccc1C2=O | 97.0 | 111.9 | 113.8 | 119.7 | 92.0 | 105.6 | 99.6 | 128.3 |
| Cc1ccccc1SSc1ccncc1 | 104.0 | 104.0 | 108.0 | 99.5 | 102.8 | 100.2 | 100.2 | 107.6 |
| CC1CN(CSc2ccccc2)CCN1CSc1ccccc1 (centres undefined) | 99.9 | x | 58.5 | 112.8 | 84.5 | 96.2 | 79.8 | 111.1 |
| O=C(O)CNC(=S)Nc1ccccc1 | 107.5 | 116.0 | x | x | 106.5 | 137.5 | 104.7 | 106.6 |
| CCN(CC)CCSC(=O)C(c1ccccc1)C1CCCC1 (centres undefined) | 100.3 | 98.4 | 105.8 | 112.5 | 86.7 | 99.2 | 95.7 | 97.1 |
| COc1cc(/C=C2/C(=O)Nc3ccc(Cl)cc32)ccc1O | 19.9 | 86.5 | 75.0 | 93.8 | 59.1 | 96.8 | 12.9 | 94.7 |
| COc1ccc(Cn2ccc3c2-c2nc(OC)c(S(=O)(=O)c4ccccc4)cc2CCC3)cc1 | 99.6 | 102.5 | 97.4 | 77.3 | 79.0 | 102.4 | 82.5 | 116.4 |
| COc1ccc(-c2nnc(Nc3ccc(C(F)(F)F)cc3)o2)cc1OC | 87.4 | 89.4 | 92.1 | 81.4 | 80.6 | 94.4 | 70.5 | 105.6 |
| C=C(C)COC(=O)c1cccc(C(=O)OCC2(C)CO2)c1 (centres undefined) | 104.3 | 103.8 | 100.0 | 112.7 | 104.2 | 105.9 | 100.8 | 106.8 |
| Nc1nccc(Nc2ccccc2)n1 | 107.5 | 95.8 | 103.5 | 116.8 | 112.2 | x | 104.8 | 116.4 |
| NS(=O)(=O)c1cc(C2(O)NC(=O)c3ccccc32)ccc1Cl (centres undefined) | 118.3 | 111.6 | 97.7 | 113.1 | 109.4 | 95.4 | 103.1 | 116.3 |
| CCc1c(C)c2cc3[nH]c(=O)oc3c(C)c2oc1=O | 107.9 | 96.3 | 87.0 | 85.6 | 53.8 | 85.4 | 74.8 | 102.2 |
| Cc1ccc(O)c(C(=O)c2cc(-c3ccccc3)c(=O)n(NC(=O)c3ccncc3)c2)c1 | 104.6 | 110.2 | 107.0 | 108.9 | 98.1 | 111.2 | 101.6 | 113.1 |
| Oc1cccc(-c2nc(-c3nnc(Nc4ccccc4)o3)cc3c2[nH]c2ccccc23)c1 | 108.1 | 94.5 | 78.6 | 83.4 | 59.8 | 87.6 | 84.6 | 81.8 |
| CC[C@H](CC[C@@H](C)[C@H]1CC[C@H]2[C@@H]3CC(=O)C4=CC(=O)/C(=C/c5ccc([N+](=O)[O-])cc5)C[C@]4(C)[C@H]3CC[C@]12C)C(C)C | 119.1 | 110.2 | 109.1 | 114.1 | 89.1 | 101.5 | 90.2 | 104.1 |
| COc1ccccc1OCC1CO1 (centres undefined) | 103.9 | 99.1 | 98.9 | 122.8 | 94.3 | 104.6 | 101.2 | 99.9 |
| CC(C)(C)c1cc(-c2cc(-c3ccccc3)c3sc(=O)[nH]c3n2)cc(C(C)(C)C)c1O | 83.0 | 95.6 | 114.7 | 66.4 | 28.1 | 97.2 | 54.4 | 97.0 |
| CS(=O)(=O)OCCCCOS(C)(=O)=O | 178.9&112.9 | 118.1&87.4 | 181.1 | 146.4&113.0 | 133.5&101.0 | 130.8&103.5 | 115.7&97.7 | 111.6 |
| COc1ccccc1NC(=O)c1ccc(NC(=O)CCl)s1 | 18.3 | 10.6 | -57.7* | 37.1 | 40.6 | -4.7* | -83.2* | 1.8* |
| CCOC(=O)c1c(N)c(C#N)cn1-c1cc(OC)c(OC)c(OC)c1 | 99.5 | 111.1 | 107.4 | 128.6 | 111.6 | 101.7 | 100.6 | 108.0 |
| CCCCCCN(CCCCCC)CC(O)c1cc(-c2ccccc2)nc2cc(Cl)ccc12 (centres undefined) | x | 113.6 | 124.5 | 98.2 | 103.9 | 107.5 | x | 116.0 |
| Cc1nc(C)c(C)nc1C | 85.6 | 88.1 | 110.4 | 97.9 | 92.5 | 102.1 | 100.6 | 112.7 |
| Cc1nc(Nc2ccccn2)sc1C(=O)/C=C/c1ccc(Br)cc1 | 77.9 | 95.7 | 83.3 | 97.7 | 45.7 | 77.1 | 61.5 | 99.6 |
| Oc1ccc2c(ccc3[nH]cnc32)c1 | 78.7 | 119.3 | 104.9 | 101.1 | 98.2 | 86.0 | 104.4 | 94.9 |
| COc1ccc(Cc2cnc(N)nc2N)cc1OC | 105.5 | 100.0 | 106.5 | x | 101.4 | 112.6 | 96.9 | 118.7 |
| Cc1nc2n[nH]c(N)c2c(C#N)c1C | 118.1 | 123.6 | 116.0 | 118.3 | 86.1 | 110.8 | 92.2 | 110.6 |
| CSc1nc(N)c(NS(=O)(=O)c2ccc(C(C)=O)cc2)c(=O)[nH]1 | 105.3 | 105.4 | 98.4 | 100.5 | 101.9 | 100.0 | 98.3 | 103.8 |
| COc1cnc2c(c1)C(=O)c1c-2n(CCCBr)c(=O)c2cc([N+](=O)[O-])ccc12 | 36.9 | -32.3* | 25.5 | 6.4* | 2.9* | -2.4* | -62.3* | 16.3 |
| COc1ccc(C(=O)c2sc3nc4c(c(C(F)(F)F)c3c2N)CN(C(C)=O)CC4)cc1OC | 81.6 | 99.2 | 99.6 | x | x | 88.0 | 83.6 | 93.4 |
| CC[C@@H](C(=O)[C@@H](C)[C@@H](O)[C@H](C)[C@@H]1O[C@@H]([C@@H](CC)C(=O)N(CC)CC)CC[C@@H]1C)C1O[C@]2(C=CC(=O)[C@]3(CC[C@@](C)([C@H]4CC[C@](O)(CC)[C@H](C)O4)O3)O2)[C@H](C)C[C@@H]1C (some centres undefined) | 28.4 | 19.8 | 43.8 | 11.4 | 16.2 | -27.3* | 13.0 | 19.5 |
| O=C(CSc1nc(-c2ccccc2)[nH]c1S(=O)(=O)c1ccccc1)NC1CC1 | 99.2 | 87.4 | 105.2 | 101.7 | 46.3 | 103.3 | 94.6 | 120.3 |
| Sc1ccccc1N=Cc1cccs1 | 95.9 | 99.4 | 102.9 | 104.3 | 74.8 | 105.4 | 100.4 | 114.3 |
| Cc1cnc(CSc2nc(-c3ccc(-c4ccccc4)cc3)cn2-c2ccc(Cl)cc2)c(C)c1 | 104.4 | 90.7 | 108.1 | 97.1 | 73.1 | 89.1 | 83.1 | 94.0 |
| Cc1cccc(C(=O)N2C(=O)[C@@]3(c4ccccc42)[C@@H](c2ccc(F)cc2)[C@H](C(=O)c2ccc(O)cc2)[C@@H]2CCCN23)c1 | 97.3 | 92.1 | 95.5 | 86.0 | 78.2 | 83.2 | 71.0 | 100.2 |
| COc1ccc(N2CCN(c3ncnc4sc5c(c34)CCN(C(=O)OC(C)(C)C)C5)CC2)cc1 | 89.5 | 89.9 | 95.2 | 108.2 | 83.5 | 99.9 | 78.7 | 102.3 |
| CCOC(=O)c1c(C(=O)c2cn(C)c3ccc(OC)cc23)c(-c2cn(C)c3ccc(OC)cc23)n(NC(=O)OC(C)(C)C)c1C | 77.3[100 µM] | 80.3[100 µM] | 67.2[100 µM] | 83.3[100 µM] | 55.6[100 µM] | 98.9[100 µM] | 60.0[100 µM] | 103.1[100 µM] |
| COc1cc2ccc(CC(=O)O)cc2cc1OC | 98.9 | 101.3 | 107.1 | 110.8 | 102.5 | 100.6 | 110.3 | 109.2 |
| CC(C)C1=CC23CCC4C(C)(C(=O)O)CCCC4(C)C2CC1C1C(=O)N(c2ccccc2)C(=O)C13 (centres undefined) | 110.0 | 103.7 | 94.8 | 98.1 | 90.5 | 128.4 | 89.0 | 110.5 |
| Cc1cccc(C)c1NC(=S)N(C)C | 96.2 | 103.8 | x | 110.0 | 92.7 | 105.5 | 101.3 | 105.2 |
| O=c1nc2c(-c3nc(-c4ccc(F)cc4)no3)n[nH]n2c2sc3c(c12)CCCC3 | 107.4 | 107.2 | 101.3 | 118.7 | 91.5 | 99.7 | 100.6 | 109.2 |

Record cards (already shown):
O=c1nc2c(-c3nc(-c4ccc(F)cc4)no3)n[nH]n2c2sc3c(c12)CCCC3 as listed: HS 578T: 107.4; UACC-257: 107.2; BT-549: 101.3; SK-MEL-2: 118.7; T-47D: 91.5; MALME-3M: 99.7; UACC-62: 100.6; SK-MEL-28: 109.2
Cc1cccc(C)c1NC(=S)N(C)C as listed: HS 578T: 96.2; UACC-257: 103.8; BT-549: x; SK-MEL-2: 110.0; T-47D: 92.7; MALME-3M: 105.5; UACC-62: 101.3; SK-MEL-28: 105.2
